SENP1 FRET inh: human SENP1 catalytic domain inhibitors, primary screen, biochemical, FRET, uHTS | Sentrin-specific protease 1 (Homo sapiens), Q9P0U3 | recombinant SENP1 catalytic domain, CyPet-SUMO1-YPet FRET cleavage | inhibition, % at 10 µM | 360,000 tested, 0.21% active | AID 624204, 2012;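 active means inhibition at least 30% at 10 µM, raw YFP signal under a set limit, fluorescence ratio 0.5 to 1.5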;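 further: 0% = enzyme with DMSO and 100% = no enzyme wells; some results filed as inactive read as strong as hits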
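Assay system: hSENP1 catalytic domain, recombinant. Amount: SENP1 enzyme, 20 pM final. Schedule: 50 min reaction, RT, dark. Technique: FRET, CFP and YFP emission. Control set: no-enzyme wells low, DMSO-plus-enzyme wells high control.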
SENP8 block-1: SENP8 protease inhibitors, primary screen, biochemical, luminescence; Sentrin-specific protease 8 (Homo sapiens), Q96LD8; purified SENP8, Z-RLRGG-aminoluciferin cleavage; inhibition, % at 10 µM; 330,000 tested, 1.2% active; AID 2540, 2010; in the data active means inhibition above about 50%
SENP6 block: SENP6 protease inhibitors, primary screen, biochemical, luminescence, uHTS; Sentrin-specific protease 6 (Homo sapiens), Q9GZR1; Recombinant SENP6 catalytic domain, aminoluciferin luminescence; inhibition, % at 10 µM; 330,000 tested, 1.8% active; AID 2599, 2010;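 active means inhibition above about 50% at the single tested dose, limit read from the data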;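 further: plate controls were DMSO wells with enzyme for no effect and DMSO wells lacking enzyme for full effect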
PfGluPho inh: PfG6PD enzyme inhibitors, primary screen, biochemical, fluorescence intensity, uHTS | inhibition, % at 20 µM | PfGluPho enzyme, NADPH resazurin-diaphorase fluorescence | glucose-6-phosphate dehydrogenase-6-phosphogluconolactonase (Plasmodium falciparum 3D7) | 350,000 tested, 0.78% active | AID 504690, 2011;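 active means inhibition reaching at least a set limit at 20 µM in the primary screen, cut at about 59% in these data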;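 further: 0% = DMSO wells with substrate and 100% = DMSO wells lacking glucose-6-phosphate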
beta cell repl: inducers of MIN6 beta-cell proliferation, primary screen, ATP luminescence, uHTS | 330,000 tested, 0.29% active | proliferation, % at 10 µM | AID 2380, 2010 | MIN6 cells proliferation, ATPlite luminescence, 48 h; cells starved in 0.2% serum; 100% = growth in 10% serum;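 active means compounds whose signal lies at least 3.5 SD above the mean of all wells on their plate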;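 further: 0% = DMSO-treated cells in low-serum medium and 100% = 10% serum control; some compounds called inactive have numbers as strong as hits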
HKDC1 inh: HKDC1 hexokinase inhibitors, primary screen, biochemical, fluorescence, uHTS; inhibition, % at 20 µM; recombinant HKDC1, G6PDH/diaphorase resazurin coupled fluorescence; 340,000 tested, 0.16% active;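 active means inhibition above about 35% when tested at 20 µM, limit read from the data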;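 further: plate controls were DMSO wells with enzyme for no effect and DMSO wells lacking enzyme for full effect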
Target sequence (Q2TB90 whole entry, looked up): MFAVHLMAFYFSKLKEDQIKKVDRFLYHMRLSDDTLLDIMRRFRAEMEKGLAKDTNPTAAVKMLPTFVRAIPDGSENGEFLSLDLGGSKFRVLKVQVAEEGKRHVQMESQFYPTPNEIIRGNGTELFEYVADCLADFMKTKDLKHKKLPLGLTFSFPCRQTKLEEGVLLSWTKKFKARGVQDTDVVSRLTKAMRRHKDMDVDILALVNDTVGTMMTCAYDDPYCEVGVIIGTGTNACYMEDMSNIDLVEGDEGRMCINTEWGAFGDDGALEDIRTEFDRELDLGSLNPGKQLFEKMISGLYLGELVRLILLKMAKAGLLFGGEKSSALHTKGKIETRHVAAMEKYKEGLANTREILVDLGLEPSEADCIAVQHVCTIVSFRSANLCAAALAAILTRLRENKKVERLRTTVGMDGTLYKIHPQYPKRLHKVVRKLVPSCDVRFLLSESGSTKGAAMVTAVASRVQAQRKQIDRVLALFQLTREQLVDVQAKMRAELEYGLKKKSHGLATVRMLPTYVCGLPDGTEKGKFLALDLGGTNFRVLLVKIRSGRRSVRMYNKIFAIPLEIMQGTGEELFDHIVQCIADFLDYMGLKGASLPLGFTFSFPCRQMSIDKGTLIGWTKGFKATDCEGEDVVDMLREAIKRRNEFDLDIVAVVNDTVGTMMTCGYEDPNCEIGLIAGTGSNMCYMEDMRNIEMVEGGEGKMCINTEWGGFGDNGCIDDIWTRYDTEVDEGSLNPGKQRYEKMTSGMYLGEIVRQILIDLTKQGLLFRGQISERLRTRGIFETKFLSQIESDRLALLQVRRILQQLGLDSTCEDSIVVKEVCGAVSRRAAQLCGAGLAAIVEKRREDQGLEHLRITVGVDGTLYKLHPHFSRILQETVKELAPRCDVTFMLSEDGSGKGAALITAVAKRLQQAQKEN
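Material: recombinant HKDC1 hexokinase; Amount: HKDC1 at 5 µg/mL; Medium: Tris pH 8.0 buffer with MgCl2, Tween-20, BSA, BME; Schedule: 90 min reaction incubation at room temperature, dark; Technique: coupled resazurin fluorescence, excitation 525 nm, emission 613 nm.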
UBC13 inh: UBC13 polyubiquitin chain formation inhibitors, primary screen, biochemical, TR-FRET, uHTS; 330,000 tested, 0.47% active; Ubiquitin-conjugating enzyme E2 N (Homo sapiens), P61088; inhibition, % at 20 µM; in the data active means inhibition above about 45%, passing the limit was not always enough
SENP7 block: SENP7 protease inhibitors, primary screen, biochemical, luminescence, uHTS. Sentrin-specific protease 7 (Homo sapiens), Q9BQF6. recombinant SENP7, Z-RLRGG-aminoluciferin luminescence, 40 min. inhibition, % at 5 µM. 330,000 tested, 1.5% active;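 active means inhibition above about 50% at the single test dose, limit read from the data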;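 further: plate controls were DMSO with enzyme for no effect and no enzyme buffer wells for full effect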
SENP8 block-2: human SENP8 protease inhibitors, primary screen, biochemical, fluorescence, Nedd8 protein substrate, uHTS. Sentrin-specific protease 8 (Homo sapiens), Q96LD8. inhibition, % at 20 µM. 360,000 tested, 0.64% active. AID 602440, 2012. recombinant SENP8; in the data active means inhibition mostly above about 40%, no sharp cut-off; inactive means mostly below about 27%
Starred values were filed as active, the others as inactive; . = not tested or not shown.

SMILES	SENP1 FRET inh	SENP8 block-1	SENP6 block	PfGluPho inh	beta cell repl	HKDC1 inh	UBC13 inh	SENP7 block	SENP8 block-2
S=C(Nc1ccccn1)c1ccccn1	5.1	67.9*	1.2	66.8*	-1.3	4.2	-21.5	83.8*	14.0
OC(c1ccccc1)(c1ccc(F)cc1)C(c1ccccc1)N1CCOCC1 (stereo not given)	2.4	-1.3	-0.7	-7.8	-6.6	-0.2	9.6	2.8	5.4
O=C1N(Cc2ccc(F)cc2Cl)c2ccccc2C12OCCCO2	0.5	2.6	0.4	-0.3	1.8	2.3	15.6	-0.3	17.5
COc1ccc2cc(CN(C(=O)Nc3ccccc3)C3CCCC3)c(=O)[nH]c2c1	2.8	1.4	20.2	0.5	3.4	-3.1	3.8	6.9	-5.9
CCCCON1C(=O)c2cccc3cccc(c23)C1=O	0.5	5.9	-3.7	5.0	-1.0	-5.1	10.2	-2.3	-186.4
Cc1c(/C=N\NC(=O)C2COc3ccc(C(C)(C)C)cc3O2)c2ccccc2n1C (stereo not given)	2.9	-4.1	-18.0	-17.1	0.0	0.3	-11.2	-13.1	1.9
O=C(N/N=C/c1ccco1)c1[nH]ncc1Br	4.2	-6.8	5.1	.	0.8	.	-1.0	8.9	13.1
O=S(Cc1ccc(Br)cc1)Cc1nnc(SCc2ccc(Cl)cc2)n1-c1ccccc1 (stereo not given)	2.3	1.5	-8.7	20.0	-5.5	2.1	4.6	0.8	9.3
CC(=O)NC12CC3CC(C1)CC(C(=O)OCC(=O)c1cc(C)n(C)c1C)(C3)C2	-2.7	11.3	4.2	-8.6	-0.7	-2.7	0.6	3.6	5.7
CCc1cc(=O)oc2cc(OCC(=O)NCCCn3ccnc3)ccc12	1.6	-0.5	10.5	-13.2	-1.9	-3.3	0.9	-3.7	-107.6
O=C(NNc1nc2cc3c(cc2s1)OCCO3)c1ccc(F)cc1	0.6	-2.9	-8.8	48.4	-0.4	-26.4	4.7	-2.8	2.3
COC(=O)CSc1cc(C(F)(F)F)nc(-c2ccccn2)n1	0.1	-2.3	-2.2	17.6	-0.5	-6.6	-16.1	-4.4	10.5
Cc1cccc(C2NS(=O)(=O)N=C2N)c1 (stereo not given)	2.7	-7.3	-6.2	-5.0	-1.9	-1.5	-8.7	-0.5	16.4
Cc1cccc(NC(=O)Cn2c(/C=C/c3ccccc3)nc3ccccc32)c1	0.0	0.8	11.5	0.8	-6.0	-6.5	-13.8	3.0	-433.1
Cc1ccc(SC(c2ccc(C)cc2)C(Cn2cncn2)C(=O)c2ccccc2)cc1 (stereo not given)	3.1	-0.2	-8.9	-9.5	-1.5	-5.6	3.5	-4.6	15.8
COc1ccc(C)cc1NC(=O)c1ccc(NS(=O)(=O)c2c(C)noc2C)cc1	1.9	4.8	12.7	-23.1	-2.0	-0.1	-5.7	1.9	-13.9
CN(CC(=O)Nc1ccc(Cl)cc1F)C1=NS(=O)(=O)c2ccccc21	1.4	-12.0	-6.8	6.2	3.5	5.0	-10.6	-2.3	13.5
NC(=O)NC(CC(=O)OCC(=O)NC(=O)NCc1ccco1)c1ccc(Cl)cc1 (stereo not given)	-1.3	6.6	7.4	24.7	1.2	1.7	2.3	-1.4	12.4
CC12CCC(C(=O)N(c3ccccc3Cl)C1=O)C2(C)C (stereo not given)	2.1	-2.8	-2.3	-10.6	-3.0	0.9	4.9	-7.2	13.5
CC(C)c1ccc(NC(=S)N2CCN(S(=O)(=O)c3ccccc3)CC2)cc1	3.0	0.4	-15.6	15.9	-3.1	2.6	-3.0	4.7	1.4
S=C1NC2=C(CCC/C2=C\c2ccccc2)C(c2ccccc2)N1 (stereo not given)	-4.0	-5.9	-7.9	52.1	-7.0	-0.1	-6.5	-10.3	11.4
Cc1ccc(C)c(C(C)NC(=O)CC#N)c1 (stereo not given)	1.3	-2.6	-1.0	3.1	0.9	-1.4	-12.8	-8.8	4.6
CCCCN(C)CCNC(=O)CN1C(=O)CSc2ccc(S(=O)(=O)N3CCCC3)cc21	-0.2	-5.4	-4.7	8.5	1.3	-2.3	2.5	14.2	14.8
CCCc1cc2c(=O)c(-c3nc4ccccc4s3)c(COCC(=O)O)oc2cc1O	-25.3	.	.	1.7	.	-7.5	.	.	-380.4
O=C(NNc1nc(=O)c2cccnc2s1)c1ccccc1O	3.3	21.5	36.9	-23.5	-5.8	-24.0	-43.2	16.7	5.9
Cc1nnc(SCC(=O)Nc2sc3c(c2C#N)CCCC3)[nH]c1=O	-3.1	-4.3	-1.3	-17.6	-2.2	8.1	-16.9	-7.3	5.9
CN(C)Cc1ccccc1Sc1ccc(O)cc1O	-1.9	7.2	-8.8	28.9	-2.1	3.4	-2.7	-0.9	12.3
CCOC(=O)c1cnc2c(OC)cccc2c1Oc1ccccc1	-2.5	2.1	1.7	13.7	1.5	-0.6	12.3	9.3	-290.8
Cc1ccc(/C=C/C(=O)Nc2cc(S(=O)(=O)N3CCCCCC3)ccc2OCC(F)(F)F)o1	-4.0	-7.6	0.3	35.9	0.0	-0.2	2.9	-2.9	-68.6
CN(CC(=O)Nc1ccccc1F)S(=O)(=O)c1ccc2c(c1)n(C)c(=O)c(=O)n2C	0.0	4.0	18.4	9.2	-1.1	-3.5	0.8	3.9	-38.9
CC1=CC(C)(C)N2C(=O)C3(SCC(=O)N3c3ccc(F)cc3)c3cc(C)cc1c32 (stereo not given)	1.2	-7.8	-16.7	2.6	-5.7	-5.7	-7.1	-12.0	20.1
O=C(NCc1ccccc1)c1ccc(Br)cc1Br	2.6	4.6	0.3	-5.6	0.0	-7.8	4.8	1.5	15.2
CC(NC(=S)Nc1ccc(OC(F)F)cc1)c1ccc(F)cc1 (stereo not given)	-0.1	1.6	2.1	0.5	-6.3	-7.2	6.4	2.5	11.1
Clc1ccc(Cn2cc(/C=N/n3cnnc3)c3ccccc32)cc1	-0.7	5.1	-12.0	29.1	-3.4	2.3	10.6	-7.1	-51.0
COc1cc(C2CC(=O)Oc3c(C(CCN4CCN(c5ccccc5)CC4)c4ccc(N(C)C)cc4)c(OC)cc(OC)c32)cc(OC)c1OC (stereo not given)	-0.8	4.3	-3.6	7.0	-6.0	8.2	-0.6	-1.0	24.5
Cc1cc(=O)n(CC(C)O)c(O)c1C#N (stereo not given)	-3.0	4.9	12.4	28.7	-3.0	6.5	-2.6	11.2	-7.7
COc1ccc(C(=O)COC(=O)C(O)c2ccccc2)c(OC)c1 (stereo not given)	0.4	-5.7	-6.6	14.3	-3.1	-3.5	-2.3	4.2	36.8
Cn1c(CSc2ncccn2)nnc1SCC(=O)N1CCCCCC1	0.7	-2.2	-14.9	-29.2	-4.4	-5.9	-4.1	2.5	16.0
O=C(COC(=O)c1ccc(Cl)nc1)c1ccc2c(c1)OCCO2	-1.8	-14.8	-3.7	-3.1	-3.2	-0.6	-3.4	-0.4	-3.2
CC(=O)N1CCc2cc(N=NC3=C(O)CCCC3=O)ccc21	46.9*	-1.5	-3.7	17.0	-3.5	-5.1	-160.2	-1.8	19.9
O=C(Cn1ccc([N+](=O)[O-])n1)NCc1ccccc1	-0.4	-6.8	-22.5	3.6	-2.9	0.9	0.6	13.8	4.9
CCOC(=O)/C(C#N)=C/c1c(Oc2cccc(C)c2)nc2c(C)cccn2c1=O	-27.4	-12.4	-32.8	-5.4	-3.5	-7.6	-10.0	-10.4	-292.1
COc1ccc(CN(C)S(=O)(=O)c2nnc(NC(=O)c3cccc(F)c3)s2)cc1	-3.7	-8.3	11.4	38.4	-6.7	4.8	4.8	-5.5	-120.6
COCc1nc(-c2ccc(-c3ccccc3)nc2OC)no1	-5.8	0.6	-6.9	8.7	4.8	4.9	11.7	-1.0	-46.1
COc1ccc(C(=O)c2coc3c2C(=O)C(=O)c2ccccc2-3)cc1	1.5	3.7	30.5	111.2*	-4.3	60.6*	-39.8	5.8	82.9*
CC(=O)Nc1ccc(NC(=O)CSc2nccn2Cc2ccco2)cc1	1.2	-6.2	-4.8	-6.5	1.7	-7.1	3.7	1.7	3.0
CCCOc1ccc(C(=O)NCCC(=O)NCCCC(=O)O)cc1	3.8	-4.3	-9.6	-10.1	0.8	1.1	6.2	-3.4	31.1
C=CCn1c(C)cc(C(=O)COC(=O)C2CC(=O)N(Cc3ccccc3)C2)c1C (stereo not given)	-3.5	-1.4	-1.4	3.2	-0.2	-3.3	6.7	-2.3	12.1

Grouped by structure, those above with an aryl thioether with sulfur outside any ring (7)
SMILES	SENP1 FRET inh	SENP8 block-1	SENP6 block	PfGluPho inh	beta cell repl	HKDC1 inh	UBC13 inh	SENP7 block	SENP8 block-2
O=S(Cc1ccc(Br)cc1)Cc1nnc(SCc2ccc(Cl)cc2)n1-c1ccccc1 (stereo not given)	2.3	1.5	-8.7	20.0	-5.5	2.1	4.6	0.8	9.3
COC(=O)CSc1cc(C(F)(F)F)nc(-c2ccccn2)n1	0.1	-2.3	-2.2	17.6	-0.5	-6.6	-16.1	-4.4	10.5
Cc1ccc(SC(c2ccc(C)cc2)C(Cn2cncn2)C(=O)c2ccccc2)cc1 (stereo not given)	3.1	-0.2	-8.9	-9.5	-1.5	-5.6	3.5	-4.6	15.8
Cc1nnc(SCC(=O)Nc2sc3c(c2C#N)CCCC3)[nH]c1=O	-3.1	-4.3	-1.3	-17.6	-2.2	8.1	-16.9	-7.3	5.9
CN(C)Cc1ccccc1Sc1ccc(O)cc1O	-1.9	7.2	-8.8	28.9	-2.1	3.4	-2.7	-0.9	12.3
Cn1c(CSc2ncccn2)nnc1SCC(=O)N1CCCCCC1	0.7	-2.2	-14.9	-29.2	-4.4	-5.9	-4.1	2.5	16.0
CC(=O)Nc1ccc(NC(=O)CSc2nccn2Cc2ccco2)cc1	1.2	-6.2	-4.8	-6.5	1.7	-7.1	3.7	1.7	3.0

From PubChem

Random draw from the library (roughly 4% active in at least one column).
